Rab7 wt modul: dog Rab7 wildtype GTP binding, inhibitors and activators | GST-Rab7 beads, fluorescent GTP binding, flow cytometry; actives lie on both sides; untreated = 100%, excess cold GTP = 0% | GTP binding activity (percent of control), % at 10 µM | 190,000 compounds, 0.055% hits;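 active = fluorescent GTP binding to Rab7 beads changed by at least 20 points from the 100% baseline, either direction, mostly lower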;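 note: median green fluorescence of bound Bodipy-FL-GTP per Rab7 bead population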
Rac1 mut GTP: human Rac1 activated mutant GTP binding change. GST-Rac1 activated beads, fluorescent GTP binding, flow cytometry; actives lie on both sides; 100% means binding = to untreated wells. P63000. percent activity (GTP binding), % at 10 µM. 190,000 compounds, 0.11% hits. AID 764;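 active = GTP binding at least 20 percentage points away from the 100% baseline, in either direction, so actives lie on both sides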
Cdc42 wt GTP: human Cdc42 wildtype GTP binding change, either direction; P60953; GST-Cdc42 beads, Bodipy-GTP binding, flow cytometry; actives lie on both sides; percent activity (GTP binding), % at 10 µM; 190,000 compounds, 0.2% hits; AID 761;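 active = percent activity GTP binding at least 20 points away from the 100% baseline, either down as inhibitor or up as activator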;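 note: median bead fluorescence of bound Bodipy-FL-GTP at 100 nM; 0% = excess unlabeled GTP control and 100% = no compound control; below 100% means less GTP binding so inhibitor and above means activator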
Target sequence (P60953 whole entry, looked up): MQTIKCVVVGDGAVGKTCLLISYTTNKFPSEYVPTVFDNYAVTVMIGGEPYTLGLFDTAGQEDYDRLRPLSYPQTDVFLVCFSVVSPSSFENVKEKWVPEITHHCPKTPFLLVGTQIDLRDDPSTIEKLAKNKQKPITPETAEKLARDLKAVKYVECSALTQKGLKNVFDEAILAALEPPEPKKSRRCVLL
GSH bead fluor: GSH bead compound fluorescence profile; GSH beads flow cytometry, compound fluorescence 488/530 nm; stronger effect = higher value; AID 1776; fluorescence (KMESF) at 10 µM; 190,000 compounds, 0.25% hits; in the data active = fluorescence above about 89;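 note: glutathione beads carrying GST-tagged Bcl family fusion proteins plus one bare bead set; values are compound well signal with DMSO vehicle wells as background; inactives centre near 16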
Rac1 wt modul: human Rac1 wildtype GTP binding, inhibitors and activators; AID 757; GST-Rac1 beads, fluorescent GTP binding, flow cytometry; actives lie on both sides; 0 = cold GTP competed, 100 = untreated; GTP binding activity (% of control), % at 10 µM; 190,000 compounds, 0.27% hits; P63000;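 active = GTP binding activity at least 20 points away from the 100% control level, either lower or higher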
Mcl1-Bid inh: disrupts binding of human Mcl-1 to Bid peptide; Q07820; TR-FRET Mcl-1/Bid-Dy647 peptide binding, 1536-well; inhibition, % at 21.7 µM; 220,000 compounds, 0.97% hits; AID 1021;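 active = compounds that cut the binding signal by more than half at the single screening dose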;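 note: His-tagged Mcl-1 with europium anti-His antibody binding Bid BH3 peptide; 0% = Mcl-1 plus peptide wells and 100% = peptide-only wells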
Target sequence (Q07820 whole entry, looked up): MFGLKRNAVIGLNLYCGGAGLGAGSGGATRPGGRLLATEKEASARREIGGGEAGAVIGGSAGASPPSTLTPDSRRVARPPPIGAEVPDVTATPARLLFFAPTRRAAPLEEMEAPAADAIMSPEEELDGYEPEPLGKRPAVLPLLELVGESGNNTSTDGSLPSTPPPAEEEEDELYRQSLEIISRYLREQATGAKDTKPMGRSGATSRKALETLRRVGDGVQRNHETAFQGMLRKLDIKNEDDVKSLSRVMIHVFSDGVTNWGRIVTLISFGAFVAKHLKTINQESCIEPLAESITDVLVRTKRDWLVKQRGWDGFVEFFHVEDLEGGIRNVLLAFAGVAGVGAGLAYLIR
Mcl1 Noxa PPI: Mcl-1/Noxa interaction inhibition; Q07820; TR-FRET Mcl-1/Noxa peptide binding, 2 h; inhibition, % at 21.7 µM; 220,000 compounds, 1.5% hits; AID 1022;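 active = compounds that cut the protein-peptide binding signal by more than 50% relative to plate controls in a single-dose test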;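 note: His-tagged Mcl-1 with rhodamine Noxa BH3 peptide and terbium anti-His antibody; 0% = Mcl-1 plus Noxa peptide wells and 100% = peptide-only wells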
Pf gamet viab: kills late stage P. falciparum gametocytes; AID 743093; P. falciparum stage V gametocytes, ATP luminescence, 24 h; 150,000 compounds, 0.065% hits; inhibition, % at 10.9 µM;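 active = inhibition above the mean plus 3 SD of compounds within the control limits, set per campaign, cut at about 38% in these data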;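 note: 0% = DMSO wells and 100% = medium only without gametocytes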
Avidin bead fluor: compound fluoresces at 488/530 nm on avidin beads. compound fluorescence 488/530 nm, flow cytometry; stronger effect = higher value. 220,000 compounds, 0.38% hits. fluorescence (KMESF) at 10 µM; in the data active = fluorescence above about 47; note: inactives centre near 10
Rab2 wt GTP: changes GTP binding to wildtype dog Rab2A, up or down; GTP binding activity, % at 10 µM; P61105; GST-Rab2 wt beads, Bodipy-GTP binding, flow cytometry; 190,000 compounds, 0.19% hits;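 active = GTP binding activity at least 20 points away from 100%, either lowered or raised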;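 note: 0% = beads with excess unlabeled GTP and 100% = no-compound control corrected for plate trend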
HRas wt GTP bind: changes GTP binding to wildtype human HRas | P01112 | GST-Ras wt beads, Bodipy-FL-GTP binding, flow cytometry; actives lie on both sides | GTP binding activity, % at 10 µM | 190,000 compounds, 0.14% hits | AID 759;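 active = GTP binding activity at least 20% away from the 100% baseline, either lowered as inhibitor or raised as activator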;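 note: 0% = unlabeled GTP competition control and 100% = no-compound control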
Target sequence (P01112 whole entry, looked up): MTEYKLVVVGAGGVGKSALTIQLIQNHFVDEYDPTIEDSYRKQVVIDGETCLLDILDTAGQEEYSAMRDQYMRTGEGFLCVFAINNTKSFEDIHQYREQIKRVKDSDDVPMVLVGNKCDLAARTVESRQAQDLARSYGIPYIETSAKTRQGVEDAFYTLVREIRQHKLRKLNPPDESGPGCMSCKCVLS
Numbers without * were called inactive; . = no result given.

SMILES	Rab7 wt modul	Rac1 mut GTP	Cdc42 wt GTP	GSH bead fluor	Rac1 wt modul	Mcl1-Bid inh	Mcl1 Noxa PPI	Pf gamet viab	Avidin bead fluor	Rab2 wt GTP	HRas wt GTP bind
CCOC(=O)N1CCN(C(=O)c2cc(Cl)c(Cl)cc2C(=O)O)CC1	98	98	101	39	100	-2	3	.	6	100	99
O=C(NCc1ccc2c(c1)OCO2)C1CCC(=O)N1C1CCCC1 (stereo not given)	105	97	99	20	105	-12	2	-6	10	103	102
COc1ccc(NC(=O)C(c2ccc(OC)cc2)N(C)C(=O)Cc2cccs2)cc1 (stereo not given)	99	98	99	22	101	-13	-5	-6	7	98	99
CCn1c(SCC(=O)NC(C)(C)C)nnc1-c1ccncc1	93	96	98	14	100	-8	8	-18	12	98	98
O=C(COc1ccc(F)cc1)N1CCc2ccccc2C1	103	96	97	15	101	-11	6	2	19	94	99
CC(=O)NC1C(OCc2ccccc2)OC2COC(C)(C)OC2C1O (stereo not given)	94	96	97	26	95	-9	-5	13	11	98	94
O=C1NC(c2ccccc2)(C(F)(F)F)SC2=CCCCCN12 (stereo not given)	103	97	102	11	103	-39	-6	.	29	102	101
COCc1c(Br)c(C)nc(OCC(=O)O)c1C#N	98	97	101	23	100	25	9	.	12	98	99
COc1ccc(S(=O)(=O)N2CCc3ccccc3C2)cc1	101	96	99	17	100	-25	-12	-16	9	99	98
COc1ccc(NC(=O)c2cc(Br)c(Br)s2)cn1	99	93	98	18	97	-8	12	.	10	95	96
Cc1cc(C)c(NC(=O)CSc2nncn2-c2cccnc2)c(C)c1	97	96	97	13	96	3	7	15	13	96	97
CCOC(=O)CNc1c(-c2ccc(O)cc2)nc2ccccn12	101	94	94	11	94	-23	3	.	10	98	97
CCCn1nc(Oc2nc(NCC)nc(NCC)n2)ccc1=O	99	94	98	13	95	-4	-3	6	39	97	97
COc1ccc(C(=O)C[n+]2ccc3c(c2)nc(-c2ccccc2)n3C)cc1	99	98	96	10	99	4	6	6	11	99	98
O=C(N/N=C/c1cccnc1)c1ccc(Cn2cc([N+](=O)[O-])cn2)o1	102	91	98	15	93	-24	7	14	10	94	95
COc1ccc(-n2cc(-c3ccc(OC(F)F)cc3)[n+]3c2CCCCC3)cc1	96	95	101	68	101	90*	9	-9	.	100	100
COc1ccc(-c2nc(N)ncc2Oc2ccccc2Br)c(O)c1	97	97	99	25	98	-44	-189	6	5	96	98
COc1cccc(N(C(=O)c2cnccn2)C(C(=O)NC2CCCCC2)c2ccc(Cl)cc2)c1 (stereo not given)	94	91	93	43	95	2	-1	.	7	91	93
CC1(C)NC(=O)N(CC(=O)OCC(=O)Nc2cccc(F)c2)C1=O	101	97	101	15	99	-2	4	.	8	100	101
COc1ccccc1NC(=S)N(CCc1ccc(OC)c(OC)c1)Cc1ccccn1	98	94	99	20	103	-7	7	16	9	98	100
O=C1C2Sc3[nH]c(=O)sc3C(c3ccccc3)C2C(=O)N1c1ccc(Cl)cc1 (stereo not given)	102	95	98	14	99	-65	2	.	34	99	99
CCCn1c(SCC(=O)Nc2ccc3c(c2)OCCO3)nnc1-c1ccco1	101	96	101	21	106	-11	7	.	31	101	99
O=[N+]([O-])c1cccc(NC(=S)NCCc2ccccc2)c1	100	99	101	15	102	-52	18	-13	6	101	102
COC(=O)CCC(=O)Nc1cccc(C(=O)Nc2cccc(Cl)c2)c1	104	100	106	29	103	-1	6	.	14	103	105
COc1ccc(C2(CNC(=O)c3cccs3)CCOCC2)cc1	94	96	98	9	102	-7	5	6	10	98	97
Cc1c(N)c(C(C)(C)C)cc(C(C)(C)C)c1[N+](=O)[O-]	100	100	101	7	105	-2	-6	-3	2	100	100
O=C(CN1CCN(c2ccccn2)CC1)NCc1cccs1	108	101	109	8	110	-34	11	.	8	108	105
NC(=O)C1(NC(=O)[C@@H]2CC3(CC(c4cccc(NC(=O)[C@@H]5CCC(=O)N5)c4)=NO3)CN2C(=O)Cc2ccc(Cl)cc2)CC1 (stereo not given in full)	96	96	99	9	100	-33	3	.	14	99	98
Cc1nn(C)c(Cl)c1NC(=O)OCc1ccc(F)cc1	103	97	104	15	105	-15	11	9	11	101	102
C/C(CC(=O)Nc1ccccc1F)=N\NC(=O)Cc1ccc(Cl)cc1	95	96	99	11	96	-9	-5	-20	8	97	95
Cc1ccc(CCN2CC(C(=O)NCCCOC(C)C)CC2=O)cc1 (stereo not given)	98	101	106	43	107	-24	-2	.	8	100	103
O=C(NC(=S)Nc1ccc(S(=O)(=O)N2CCCC2)cc1)c1cccs1	97	97	96	6	101	-26	11	6	1	94	97
Cc1ccc(NC(C)C(=O)N/N=C/c2c[nH]c3ccccc23)cc1 (stereo not given)	104	99	102	7	102	-9	54*	.	2	101	101
O=C(Oc1ccc(-c2ccccc2)cc1)N1CCOCC1	102	97	103	16	100	-12	4	.	11	103	104
CC(NC(=O)CNC(=S)N(Cc1ccccc1)Cc1cccnc1)c1ccccc1 (stereo not given)	104	95	97	16	101	-29	-19	-36	10	100	101
Cc1cccc(C2=NC(C(F)(F)F)(C(F)(F)F)c3c(n(-c4ccc(F)cc4)c(=O)[nH]c3=O)N2)c1	98	98	95	3	101	-4	-1	-1	12	97	99
CC1(C)OC(=O)C(=CNC(=O)c2c(F)cccc2F)C(=O)O1	94	95	92	15	97	-33	12	5	9	94	94
COc1ccc(OC)c(/C=N/N(C)c2ccccc2)c1	100	99	103	29	101	-25	18	.	8	100	101
CN(C)/C=C(\C#N)C(=O)Nc1ccccc1	95	95	101	22	100	-8	4	-5	9	100	97
CCOC(=O)N1CCN(C(=O)Cc2ccc(-n3c(=S)[nH]c4ccccc4c3=O)cc2)CC1	100	99	102	11	108	-70	28	.	14	102	99

11 entries from above, ordered by number of heavy atoms, rising:
SMILES	Rab7 wt modul	Rac1 mut GTP	Cdc42 wt GTP	GSH bead fluor	Rac1 wt modul	Mcl1-Bid inh	Mcl1 Noxa PPI	Pf gamet viab	Avidin bead fluor	Rab2 wt GTP	HRas wt GTP bind
Cc1c(N)c(C(C)(C)C)cc(C(C)(C)C)c1[N+](=O)[O-]	100	100	101	7	105	-2	-6	-3	2	100	100
COc1ccc(OC)c(/C=N/N(C)c2ccccc2)c1	100	99	103	29	101	-25	18	.	8	100	101
O=[N+]([O-])c1cccc(NC(=S)NCCc2ccccc2)c1	100	99	101	15	102	-52	18	-13	6	101	102
CC1(C)OC(=O)C(=CNC(=O)c2c(F)cccc2F)C(=O)O1	94	95	92	15	97	-33	12	5	9	94	94
COc1ccc(C2(CNC(=O)c3cccs3)CCOCC2)cc1	94	96	98	9	102	-7	5	6	10	98	97
Cc1ccc(NC(C)C(=O)N/N=C/c2c[nH]c3ccccc23)cc1 (stereo not given)	104	99	102	7	102	-9	54*	.	2	101	101
O=C(NC(=S)Nc1ccc(S(=O)(=O)N2CCCC2)cc1)c1cccs1	97	97	96	6	101	-26	11	6	1	94	97
CCCn1c(SCC(=O)Nc2ccc3c(c2)OCCO3)nnc1-c1ccco1	101	96	101	21	106	-11	7	.	31	101	99
CCOC(=O)N1CCN(C(=O)Cc2ccc(-n3c(=S)[nH]c4ccccc4c3=O)cc2)CC1	100	99	102	11	108	-70	28	.	14	102	99
Cc1cccc(C2=NC(C(F)(F)F)(C(F)(F)F)c3c(n(-c4ccc(F)cc4)c(=O)[nH]c3=O)N2)c1	98	98	95	3	101	-4	-1	-1	12	97	99
NC(=O)C1(NC(=O)[C@@H]2CC3(CC(c4cccc(NC(=O)[C@@H]5CCC(=O)N5)c4)=NO3)CN2C(=O)Cc2ccc(Cl)cc2)CC1 (stereo not given in full)	96	96	99	9	100	-33	3	.	14	99	98

Continuation.
SMILES	Rab7 wt modul	Rac1 mut GTP	Cdc42 wt GTP	GSH bead fluor	Rac1 wt modul	Mcl1-Bid inh	Mcl1 Noxa PPI	Pf gamet viab	Avidin bead fluor	Rab2 wt GTP	HRas wt GTP bind
CCn1c2ccc(F)cc2c2nc3ccccc3nc21	98	88	85	18	88	10	14	17	5	87	88
O=C(N/N=C/c1ccco1)Nc1ccccc1	96	99	102	11	103	-1	7	-1	14	99	98
Cc1cc(C)c(S(=O)(=O)c2ccccc2C)c(OCCO)n1	106	97	96	13	97	-1	9	0	15	101	97
CSc1ccc(S(=O)(=O)Nc2c(C)cccc2C)cc1	99	94	91	19	91	2	-13	.	15	92	94
Cc1cccc(NC(=S)Nc2ccc(Cl)c(Cl)c2)c1	98	97	93	18	99	-12	24	9	10	94	95
CCCCc1nnc(NC(=O)CN2C(=O)c3ccccc3C2=O)s1	93	92	94	15	96	-5	8	10	9	93	93
Cc1cc(=O)[nH]c(Cc2ccc(OC(C)C)cc2)n1	98	98	100	27	104	-4	2	10	10	99	101
Cc1cc(C)nc(N(C#N)CCOc2ccc(Cl)cc2)n1	100	98	96	33	101	-12	14	.	3	99	95
Cc1c(C(=O)NCCCN2CCOCC2)oc2c1C1(CCC2)SCCS1	97	96	97	7	105	-16	-10	-1	3	98	96
CC(=O)Nc1ccc(S(=O)(=O)Nc2ccc3c(c2)C(=O)OC3)cc1	102	95	93	8	97	-18	9	.	8	98	97
CCOC(=O)N1CCN(C(=O)C(=O)NN)CC1	99	99	101	11	103	-36	2	-7	12	98	100
N/C(=N\c1nc(C(F)(F)F)cc(=O)[nH]1)Nc1ccc(Cl)cc1	97	100	106	11	103	-2	2	.	10	101	100
COc1cc2nc(SCC(=O)NCCc3ccccc3)n(Cc3ccco3)c(=O)c2cc1OC	97	98	97	26	95	4	8	-12	17	95	95
CN1C(=O)c2ccc(C(=O)NCc3ccc4c(c3)OCO4)cc2C1=O	99	99	99	21	105	-4	21	-22	10	99	100
CCn1nc(C(=O)N2CCc3ccccc3C2)c2ccccc2c1=O	101	98	102	14	103	-28	-8	.	4	98	98
COc1cc(OC)c(C2Oc3nc(SC)nnc3-c3ccccc3N2C(C)=O)cc1OC (stereo not given)	100	96	99	24	103	-4	10	.	7	101	100
O=C(Nc1ccc(Cl)cc1)NC1CCCCC1Cc1ccco1 (stereo not given)	99	100	105	9	104	-30	0	12	10	102	103
CC1(C)CC(=O)C2=C(C1)NC1=C(C(=O)c3ccccc31)C2c1ccc(O)cc1 (stereo not given)	104	96	97	18	101	-48	17	.	6	96	99

Bioassay records: PubChem, several laboratories
